EBI2 antag: EBI2 (human) antagonism; P32249; EBI2 beta-arrestin recruitment, luminescence, 7a,25-OHC stimulated; inhibition, % at 5 µM; actives 0.81% (n = 360,000); AID 651636; in the data active = inhibition above about 38%;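 also: enzyme fragment complementation signal reports receptor beta-arrestin coupling in cells; 0% = agonist plus DMSO wells and 100% = wells without agonist; some results beyond the cut were filed as inactive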
CXCR6 block: inhibitors of human CXCR6 receptor | O00574 | CHO-K1 PathHunter CXCR6 beta-arrestin, luminescence | inhibition, % at 20 µM | actives 0.36% (n = 360,000); in the data active = inhibition above about 34%, passing the limit was not always enough;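 also: antagonist mode with CXCL16 agonist at 10 nM final; 0% = 10 nM CXCL16 with DMSO and 100% = unstimulated wells without agonist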
GRIN3A LBD mod: modulates the human NR3A ligand-binding domain. NR3A LBD differential scanning fluorimetry, Tm shift; 0% = protein alone, 100% = glycine-bound protein. Tm shift relative to glycine control, % at 25 µM. actives 2.5% (n = 340,000);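 active = melting temperature shift of at least 10% of the positive control shift, at one fixed dose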
A3G deaminase: inhibitors of human APOBEC3G DNA deaminase; actives 0.28% (n = 330,000); recombinant A3G, ssDNA deamination FAM/TAMRA fluorescence; inhibition, % at 20 µM; AID 493012; Q9HC16;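 active = inhibition of at least 40% at 20 µM, with no more than 30% in the related APOBEC3A deaminase screen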;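 also: plate controls were DMSO wells with A3G for no effect and wells lacking A3G enzyme for full effect; some compounds called inactive have numbers as strong as hits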
Target sequence (Q9HC16 whole entry, looked up): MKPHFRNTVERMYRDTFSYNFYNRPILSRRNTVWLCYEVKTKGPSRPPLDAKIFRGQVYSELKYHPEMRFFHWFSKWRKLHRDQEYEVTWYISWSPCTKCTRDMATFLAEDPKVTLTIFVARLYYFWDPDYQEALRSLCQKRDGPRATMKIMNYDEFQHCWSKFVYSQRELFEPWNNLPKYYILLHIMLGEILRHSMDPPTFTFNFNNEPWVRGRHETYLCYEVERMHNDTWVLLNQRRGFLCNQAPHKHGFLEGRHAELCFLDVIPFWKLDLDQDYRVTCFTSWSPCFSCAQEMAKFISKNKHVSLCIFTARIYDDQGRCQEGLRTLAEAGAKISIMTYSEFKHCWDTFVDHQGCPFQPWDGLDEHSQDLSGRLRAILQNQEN
MPTP block: permeability transition pore inhibition; isolated mouse mitochondria, Ca2+ swelling absorbance, 30 min; inhibition, % at 10 µM; actives 1.4% (n = 360,000); AID 602449;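 active = inhibition of 50% or more, scaled per plate between neutral and stimulator controls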;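 also: 0% = DMSO wells given calcium and 100% = 1 mM EGTA wells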
APOBEC3A inh: blocks human APOBEC3A ssDNA deamination. P31941. actives 0.41% (n = 330,000). recombinant A3A, FAM/TAMRA ssDNA deamination fluorescence. AID 493011. inhibition, % at 20 µM;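 active = at least 40% inhibition at 20 µM here, with at most 30% in a related deaminase screen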;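 also: plate controls were A3A with DMSO for no effect and wells lacking A3A enzyme for full effect; some results filed as inactive read as strong as hits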
Target sequence (P31941 whole entry, looked up): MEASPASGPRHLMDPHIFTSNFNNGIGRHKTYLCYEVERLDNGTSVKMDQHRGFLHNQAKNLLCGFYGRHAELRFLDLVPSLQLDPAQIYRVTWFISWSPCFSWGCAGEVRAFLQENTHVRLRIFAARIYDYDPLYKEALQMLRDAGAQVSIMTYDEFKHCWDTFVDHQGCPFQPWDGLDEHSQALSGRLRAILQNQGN
CCR6 antag: CCR6 (human) receptor antagonism | actives 0.49% (n = 340,000) | inhibition, % at 20 µM | CHO-K1 CCR6 PathHunter beta-arrestin, luminescence, CCL20-stimulated | AID 493098 | P51684;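 active = compounds whose inhibition of the agonist-driven luminescence signal at 20 µM reaches about 50%, limit read from the data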;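 also: cells stimulated with CCL20 at 14 nM final; plate controls were DMSO with CCL20 for no effect and DMSO without agonist for full effect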
Target sequence (P51684 whole entry, looked up): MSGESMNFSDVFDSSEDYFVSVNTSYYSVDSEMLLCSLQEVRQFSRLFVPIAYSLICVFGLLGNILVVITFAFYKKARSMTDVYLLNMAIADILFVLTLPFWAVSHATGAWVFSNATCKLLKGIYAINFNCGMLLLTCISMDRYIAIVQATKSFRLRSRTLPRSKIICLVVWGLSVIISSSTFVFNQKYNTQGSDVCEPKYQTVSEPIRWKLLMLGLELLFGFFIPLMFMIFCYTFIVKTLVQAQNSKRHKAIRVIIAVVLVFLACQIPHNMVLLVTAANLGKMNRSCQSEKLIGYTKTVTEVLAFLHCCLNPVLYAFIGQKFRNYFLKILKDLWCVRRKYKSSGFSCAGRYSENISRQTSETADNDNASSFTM
Gli-Sufu block: Gli-Sufu pathway antagonism | Sufu-KO-LIGHT fibroblasts, Gli luciferase reporter luminescence | inhibition, % at 5 µM | actives 0.74% (n = 340,000) | AID 588413;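 active = inhibition above about 55%, limit read from the data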;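 also: 0% = DMSO-treated cells and 100% = wells with medium but no cells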
The depositor's hits bear a star; . = no result given. Outcome played no part in choosing rows; about 5.8% have a hit in one of these screens.

compound	EBI2 antag	CXCR6 block	GRIN3A LBD mod	A3G deaminase	MPTP block	APOBEC3A inh	CCR6 antag	Gli-Sufu block
COc1ccc(/C=N/Nc2ccccc2C(=O)O)cc1	-3	-1	-10	-12	-0.1	-8	9	-47
CC(=O)c1ccc(OCc2cc(C(=O)N(C)Cc3ccon3)no2)cc1	-8	4	3	-2	0.0	-2	11	-12
O=C(CNCC1CCCCC1)Nc1ccccc1N1CCCCC1	3	-2	10	-3	2.5	-1	-5	14
CCOc1ccc(NC(=S)Nc2ccc(C)c([N+](=O)[O-])c2)cc1	65*	0	10	-4	86*	-2	-2	5
COc1ccc(CCC(=O)NCCS(=O)(=O)N2CCN(c3ccc(OC)cc3)CC2)cc1	2	-16	2	-4	0.2	-2	5	5
Cc1ccc2nc(N3CCN(C(=O)c4ccccc4F)CC3)c(C#N)cc2c1	1	-2	2	.	1.4	.	-4	27
COCCNC(=O)C(c1cccs1)N(CCc1ccccc1)C(=O)Cn1nnc2ccccc21 (stereo not given)	-3	-5	0	-2	-1.8	-3	-13	-12
COc1ccc(NC(=O)C2=C(C)Nc3ncnn3C2c2ccccc2C(F)(F)F)c(OC)c1 (stereo not given)	-5	-10	-3	-5	-1.6	-6	8	-1
COc1ccccc1-c1cc(C(F)(F)F)nc(S(=O)(=O)CCCC(=O)NCc2ccc(F)cc2)n1	9	40*	-3	-4	-0.7	-4	23	-7
COc1ccc(C2=NN(C(=O)CSc3ncccn3)C(c3ccc(C)cc3)C2)cc1 (stereo not given)	18	4	-7	-7	-0.4	-1	3	9

Other entries.
compound	EBI2 antag	CXCR6 block	GRIN3A LBD mod	A3G deaminase	MPTP block	APOBEC3A inh	CCR6 antag	Gli-Sufu block
COc1cc(NC(=O)N2c3ccccc3Sc3ccccc32)c(C(=O)O)cc1OC	0	-7	-7	3	0.4	-7	-22	6
O=C(COC(=O)c1cnc(Cl)c(Cl)c1)c1ccc(F)cc1	0	12	2	-7	-1.1	-2	-11	-3
COCCNC(=S)N/N=C/c1ccc(N2CCOCC2)cc1	-9	-4	1	-5	0.8	-2	11	21
CSc1ccc(/C=C/C(=O)OCC(=O)N2CCN(c3ccccc3)CC2)cc1	-2	2	1	.	-0.6	.	2	-2
CC(=O)Nc1ccc(S(=O)(=O)N(C)c2ccccc2)cc1	-6	-5	0	-7	1.1	-3	15	-1
O=C(CSCc1ccc(Cl)cc1)NCCSCc1ccco1	4	6	0	-13	1.0	5	7	0
COc1ccc(C(=O)N/C(=C/c2cccnc2)C(=O)Nc2cccc(C(C)=O)c2)cc1OC	4	3	0	-3	0.7	0	4	-4
O=C(O)C1CCC(N2C(=O)c3cccc([N+](=O)[O-])c3C2=O)CC1 (stereo not given)	-3	-1	-1	-6	-0.3	-3	-4	22
O=C1CCC(C(=O)N2CCCC(C(=O)c3ccc4c5c(cccc35)CC4)C2)=NN1 (stereo not given)	7	-2	0	-5	0.2	1	8	1
CC12CCC(C(=O)NNC(=O)c3ccccc3)(OC1=O)C2(C)C (stereo not given)	-11	3	2	-2	1.5	-2	9	.

The listing continues.
compound	EBI2 antag	CXCR6 block	GRIN3A LBD mod	A3G deaminase	MPTP block	APOBEC3A inh	CCR6 antag	Gli-Sufu block
CN(C)S(=O)(=O)c1cccc(NC(=O)c2ccc(NS(=O)(=O)c3cccs3)cc2)c1	-2	2	1	-6	-1.7	-1	16	.
COc1cc(NC(=O)CN(c2cc(C)cc(C)c2)S(=O)(=O)c2c(C)noc2C)cc(OC)c1	23	4	1	-5	1.9	-5	19	5
CSCC[C@H](N)C(=O)N1CCC(C(=O)N[C@H](C(=O)NCc2ccccc2F)C(C)C)CC1	-3	1	0	-10	-0.8	-1	-4	2
COc1ccc(NC(=O)CN(C)Cc2cccs2)cc1Cl	-8	8	1	-6	1.2	5	20	-25
COc1ccc(OC)c2c1sc(=NC(=O)c1ccco1)n2C	1	8	16*	1	-0.5	-2	-16	4
O=C(CSc1nc2c(cnn2-c2ccc(F)cc2)c(=O)[nH]1)Nc1nccs1	5	0	-20	1	0.6	-1	-12	-2
Cc1c(C(=O)Nc2ccc(S(=O)(=O)N3CCOCC3)cc2)cccc1[N+](=O)[O-]	-1	7	0	-1	1.2	0	4	-7
Cc1nc(N2CCN(Cc3ccccc3)CC2)nc2c1CCC2	7	5	-2	-4	0.1	-2	16	8
Cc1ccc(S(=O)(=O)N2CCC(C(=O)OCC(=O)NCc3cccc(Cl)c3)CC2)cc1C	1	9	-7	-5	-0.5	3	14	5
CN(C(=O)c1ccc2c(c1)OCO2)C1CCCCC1	0	0	1	-2	-0.7	1	6	-28

Following part.
compound	EBI2 antag	CXCR6 block	GRIN3A LBD mod	A3G deaminase	MPTP block	APOBEC3A inh	CCR6 antag	Gli-Sufu block
CN(C)S(=O)(=O)c1ccc(N2CCCC2)c(C(=O)Nc2nc3ccc(F)cc3s2)c1	2	-6	-18	5	2.0	5	3	18
O=C(CNC(=O)Cc1ccc(Cl)cc1)NCC(=O)N1CCCCC1	5	7	2	-6	-1.8	1	5	6
C=CCn1c(SCC(=O)NC2CCS(=O)(=O)C2)nnc1-c1ccncc1 (stereo not given)	1	-7	1	-15	0.0	-4	18	0
CNC(=O)c1[nH]cnc1C(=O)N[C@@H](Cc1ccccc1)C(=O)OCc1ccccc1	-5	-13	-3	-11	1.0	-4	-4	-5
CCCC(c1nnnn1C1CCCCC1)N1CCN(c2ncccn2)CC1 (stereo not given)	-1	6	-1	-4	-0.1	-4	0	4
Cc1cccc(S(=O)(=O)N2CCN(Cc3ccc4c(c3)OCO4)CC2)c1	0	1	-3	-11	-0.1	-5	8	6
OCC1(CC2CCCCO2)CCN(Cc2cccc(O)c2)CC1 (stereo not given)	8	9	3	-5	-1.8	3	7	14
COCCCNc1nc2ccccc2nc1NS(=O)(=O)c1ccc(C)cc1	-3	-7	2	-7	2.4	-1	15	-5
COc1ccccc1CCNC(=O)C(=O)c1cn(CC(=O)N2CCOCC2)c2ccccc12	-2	4	1	-7	-3.9	-2	23	-11
CC1CCCN(c2ccc(C(=O)NCc3cccs3)cn2)C1 (stereo not given)	6	-1	1	-9	0.7	-5	11	-48

(next part)
compound	EBI2 antag	CXCR6 block	GRIN3A LBD mod	A3G deaminase	MPTP block	APOBEC3A inh	CCR6 antag	Gli-Sufu block
Cc1cccc(C)c1NC(=O)NC1(C(=O)NCc2ccncc2)CCCCC1	-14	-1	1	-8	0.1	-1	8	24
CC1Cc2nc(SCC(=O)Nc3nc4ccccc4s3)n(C)c(=O)c2S1 (stereo not given)	0	-9	-8	-10	0.5	-5	13	16
NCC12CC3CC(C1)CC(c1ccc(Br)cc1)(C3)C2	3	-9	2	-12	1.2	-3	36	2
Cc1cc(C(=O)OCC(=O)Nc2cc(C)on2)c2ccccc2n1	-5	9	-2	-3	6.4	0	15	-15
CCn1cc(CN2CCC(C(=O)Nc3ccc(Oc4cccnc4)cc3)CC2)c(C)n1	-3	1	-1	0	-1.4	1	3	32
O=S(=O)(c1ccccc1)N1N=C(c2ccc(Br)cc2)CC1c1ccco1 (stereo not given)	14	4	2	-3	0.1	0	20	-15
Nn1c(SCC(=O)Nc2cccc(F)c2)nnc1C1CCCCC1	-3	-2	-1	-5	-2.3	-2	14	3
CN(CC(=O)Nc1ccc(Cl)cc1F)C1=NS(=O)(=O)c2ccccc21	13	2	1	-4	0.5	34	2	0
COc1ccccc1NC(=O)C(=O)N/N=C/c1cccs1	-7	-4	0	-9	-1.2	10	7	-43
CCCCOc1c(Br)cc(/C=N/O)cc1OCC	9	0	-12	-1	5.7	2	5	6

Continuation:
compound	EBI2 antag	CXCR6 block	GRIN3A LBD mod	A3G deaminase	MPTP block	APOBEC3A inh	CCR6 antag	Gli-Sufu block
COc1ccc(/C(C)=N/NC(=O)CNC(=O)/C=C\c2ccco2)cc1	-5	-1	0	-1	-1.7	2	4	-1
Cc1cccn2cc(CNC(=O)c3ccc(Br)o3)nc12	-5	-2	-1	-7	-1.4	0	7	8
CCn1c(SCC(=O)N/N=C/C=C/c2ccco2)nnc1-c1ccccc1	7	-1	-1	-1	1.2	10	18	4
O=C(CC(c1ccccc1)C1CCCCC1=O)c1ccco1 (stereo not given)	-1	1	0	-4	-1.8	-15	13	25
CC1CCN(CCNC(=O)c2ccc(NC(=O)C3CCCO3)cc2)CC1 (stereo not given)	-2	-1	0	3	-0.9	2	-6	2
C=CCOc1ccc2c(c1)c(S(=O)(=O)c1ccc(C)cc1)cn2COC	10	5	-4	3	0.2	1	-3	4
COc1ccc(N(CC(=O)Nc2ccccc2C(=O)O)S(=O)(=O)c2ccc(C)c([N+](=O)[O-])c2)cc1	19	-5	-16	-6	1.2	-3	9	1
COc1cccc(NC(=O)C(=O)N2CCOCC2)c1	-7	2	0	-4	0.5	-2	-4	-18
Cc1ccc(NC(=O)c2ncn(CCCNCCCc3ccccc3)n2)cc1C	-12	0	0	.	2.1	.	9	-2
Cc1ccc2oc(NC(=O)N3CCOCC3)cc(=O)c2c1	-8	1	-1	0	-1.2	0	-7	-3

The results go on.
compound	EBI2 antag	CXCR6 block	GRIN3A LBD mod	A3G deaminase	MPTP block	APOBEC3A inh	CCR6 antag	Gli-Sufu block
COc1ccccc1CNCC(=O)Nc1cc(S(=O)(=O)N2CCCCCC2)ccc1Cl	21	-22	1	-2	5.9	4	17	1
O=C1N[C@H]2CC=C[C@H]2N(Cc2cccs2)c2ccccc21	-6	8	-3	1	-0.7	2	19	2
COC(=O)CCC(=O)N(CCN(C(=O)CCC(=O)OC)c1ccccc1)c1ccccc1	0	13	-1	-1	-0.6	4	8	7
COc1ccc(C)cc1-n1nnnc1SCn1nnc2ccccc2c1=O	-16	2	2	1	30	0	1	58*
Cc1ncsc1CCOC(=O)c1cccnc1	-3	1	1	-5	-0.3	-3	9	0
Cc1c(OC(C(=O)O)c2ccccc2)ccc2c(-c3ccccc3)cc(=O)oc12 (stereo not given)	1	11	-5	-6	0.3	1	5	-19
CCOC(=O)c1sc(=S)n(C)c1C	-11	8	1	-3	-0.8	-2	4	8
Cc1ccc2nc(CSc3nc(C)nc4c3oc3ccccc34)[nH]c2c1	24	10	-11	-6	11	-1	14	13

13 compounds out of the list, sorted by SMILES length, low to high.
compound	EBI2 antag	CXCR6 block	GRIN3A LBD mod	A3G deaminase	MPTP block	APOBEC3A inh	CCR6 antag	Gli-Sufu block
CCOC(=O)c1sc(=S)n(C)c1C	-11	8	1	-3	-0.8	-2	4	8
Cc1ncsc1CCOC(=O)c1cccnc1	-3	1	1	-5	-0.3	-3	9	0
O=C(CC(c1ccccc1)C1CCCCC1=O)c1ccco1 (stereo not given)	-1	1	0	-4	-1.8	-15	13	25
Cc1ccc2oc(NC(=O)N3CCOCC3)cc(=O)c2c1	-8	1	-1	0	-1.2	0	-7	-3
COc1ccc(C)cc1-n1nnnc1SCn1nnc2ccccc2c1=O	-16	2	2	1	30	0	1	58*
CC1CCN(CCNC(=O)c2ccc(NC(=O)C3CCCO3)cc2)CC1 (stereo not given)	-2	-1	0	3	-0.9	2	-6	2
Cc1ccc2nc(CSc3nc(C)nc4c3oc3ccccc34)[nH]c2c1	24	10	-11	-6	11	-1	14	13
CCn1c(SCC(=O)N/N=C/C=C/c2ccco2)nnc1-c1ccccc1	7	-1	-1	-1	1.2	10	18	4
C=CCOc1ccc2c(c1)c(S(=O)(=O)c1ccc(C)cc1)cn2COC	10	5	-4	3	0.2	1	-3	4
COc1ccccc1CNCC(=O)Nc1cc(S(=O)(=O)N2CCCCCC2)ccc1Cl	21	-22	1	-2	5.9	4	17	1
Cc1c(OC(C(=O)O)c2ccccc2)ccc2c(-c3ccccc3)cc(=O)oc12 (stereo not given)	1	11	-5	-6	0.3	1	5	-19
COC(=O)CCC(=O)N(CCN(C(=O)CCC(=O)OC)c1ccccc1)c1ccccc1	0	13	-1	-1	-0.6	4	8	7
COc1ccc(N(CC(=O)Nc2ccccc2C(=O)O)S(=O)(=O)c2ccc(C)c([N+](=O)[O-])c2)cc1	19	-5	-16	-6	1.2	-3	9	1

Assay outcomes from PubChem BioAssay.
